EBI2 block: blocks human EBI2 receptor beta-arrestin signaling; AID 651636; 360,000 tested, 0.81% active; inhibition, % at 5 µM; EBI2 beta-arrestin recruitment, luminescence, 7a,25-OHC stimulated; P32249; in the data active means inhibition above about 38%;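 further: enzyme fragment complementation signal reports receptor beta-arrestin coupling in cells; 0% = agonist plus DMSO wells and 100% = wells without agonist; some results beyond the cut were filed as inactive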
CCR6 antag: antagonists of human CCR6 receptor; inhibition, % at 20 µM; 340,000 tested, 0.49% active; CHO-K1 CCR6 PathHunter beta-arrestin, luminescence, CCL20-stimulated; P51684;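 active means compounds whose inhibition of the agonist-driven luminescence signal at 20 µM reaches about 50%, limit read from the data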;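 further: cells stimulated with CCL20 at 14 nM final; plate controls were DMSO with CCL20 for no effect and DMSO without agonist for full effect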
Target sequence (P51684 whole entry, looked up): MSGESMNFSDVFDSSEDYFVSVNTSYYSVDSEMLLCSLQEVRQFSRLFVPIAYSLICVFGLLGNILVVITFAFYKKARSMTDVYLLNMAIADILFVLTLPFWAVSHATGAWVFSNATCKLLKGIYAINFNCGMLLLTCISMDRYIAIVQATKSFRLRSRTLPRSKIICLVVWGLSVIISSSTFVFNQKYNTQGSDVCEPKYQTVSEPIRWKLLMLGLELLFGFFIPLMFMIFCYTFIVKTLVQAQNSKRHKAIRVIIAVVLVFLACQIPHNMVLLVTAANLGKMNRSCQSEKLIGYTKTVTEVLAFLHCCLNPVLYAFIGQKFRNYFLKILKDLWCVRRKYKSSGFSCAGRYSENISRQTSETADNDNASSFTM
UBC13 inh: blocks human UBC13 polyubiquitin chain formation; inhibition, % at 20 µM; 330,000 tested, 0.47% active; AID 485273; TR-FRET; P61088; in the data active means inhibition above about 45%, passing the limit was not always enough
Target sequence (P61088 whole entry, looked up): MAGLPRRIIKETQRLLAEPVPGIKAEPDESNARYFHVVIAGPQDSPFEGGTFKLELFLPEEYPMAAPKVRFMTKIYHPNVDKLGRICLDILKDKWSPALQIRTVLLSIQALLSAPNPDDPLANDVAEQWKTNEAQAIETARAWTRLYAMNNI
Apaf-1 inh: human Apaf-1 inhibition; AID 489030; O14727; inhibition, % at 20 µM; 330,000 tested, 0.71% active; reconstituted apoptosome caspase-3 activity, DEVD-Rh110 fluorescence; active means inhibition of at least 40% at 20 µM;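 further: plate controls were DMSO wells for no effect and DEVD-CHO caspase inhibitor wells for full effect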
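Assay system: Apoptosome proteins | Medium: pH 7.5 Hepes buffer with CHAPS, BSA, DTT | Also added: Cytochrome c and DEVD-Rh110 substrate | Times: 30 min plus 50 min, RT | Detection: Rhodamine 110 fluorescence at Ex 480/Em 540 nm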
697 NFkB inh: inhibitors of the PMA/ionomycin-induced NF-kB reporter in 697 B cells. AID 435022. inhibition, % at 4 µM. 330,000 tested, 0.33% active. 697 B-cell NF-kB luciferase reporter, 16 h; in the data active means inhibition above about 35%
Gli-Sufu block: antagonists of Gli-Sufu signaling. Sufu-KO-LIGHT fibroblasts, Gli luciferase reporter luminescence. inhibition, % at 5 µM. 340,000 tested, 0.74% active. AID 588413;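 active means inhibition above about 55%, limit read from the data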;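 further: 0% = DMSO-treated cells and 100% = wells with medium but no cells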
Jurkat NFkB inh: lowers PMA/ionomycin-induced NF-kB signal in Jurkat cells | inhibition, % at 4 µM | 330,000 tested, 0.53% active | PMA/ionomycin-induced NF-kB luciferase reporter, luminescence
SENP8 block: inhibitors of human SENP8 protease | 330,000 tested, 1.2% active | inhibition, % at 10 µM | purified SENP8, Z-RLRGG-aminoluciferin cleavage, luminescence | Q96LD8
Target sequence (Q96LD8 whole entry, looked up): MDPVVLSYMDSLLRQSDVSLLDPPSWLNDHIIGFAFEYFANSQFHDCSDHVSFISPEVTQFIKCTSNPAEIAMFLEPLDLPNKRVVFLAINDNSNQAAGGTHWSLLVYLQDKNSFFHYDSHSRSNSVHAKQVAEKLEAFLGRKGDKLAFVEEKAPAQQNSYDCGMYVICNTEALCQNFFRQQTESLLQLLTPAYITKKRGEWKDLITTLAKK
Starred values were filed as active, the others as inactive; · = no result given. Unless noted, no stated cut-off is given here; in the data, active means inhibition above about 50%; inactive means the rest. Not all compounds are listed, so the mix of outcomes need not match the whole.

SMILES	EBI2 block	CCR6 antag	UBC13 inh	Apaf-1 inh	697 NFkB inh	Gli-Sufu block	Jurkat NFkB inh	SENP8 block
CCN(C(=O)COC(=O)CNC(=O)c1ccc(Cl)cc1Cl)c1c(N)n(Cc2ccccc2)c(=O)[nH]c1=O	-4	6	-9	2	-14	-3	11	-11
CCCn1nnnc1NCc1cccn1C	2	-9	9	-2	10	0	-6	-2
COc1ccc(OCC(=O)Nc2ccc(S(=O)(=O)Nc3nc(C)cc(C)n3)cc2)cc1	-6	7	0	6	9	-1	9	6
CN(C)c1ccc(C(=O)OCC(=O)c2cccs2)cc1	0	-4	2	-8	-80	-96	-151	-3
CC(C)(Oc1ccc(Cl)cc1)C(=O)N/N=C/c1cn[nH]c1-c1ccccc1	-1	-10	-5	4	18	0	-4	9
O=C(OCc1c(Cl)cccc1Cl)c1cnccn1	5	-6	-1	-1	-2	8	-8	-2
COC(=O)C1CSC(C(=O)OC)N1C(=O)Nc1c(C)cccc1C (centres undefined)	-10	-1	-8	3	-20	-1	-9	-4
O=C1OCCN1C(=O)[C@H]1[C@H](c2ccc([N+](=O)[O-])cc2)C(c2cccc(Cl)c2)=NN1c1ccc(Br)cc1	14	19	·	14	7	-6	·	·
Cc1ccc(S(=O)(=O)NCCC(=O)NNC(=O)C2COc3ccccc3O2)cc1 (centres undefined)	1	11	2	2	22	3	-3	-15
CCOc1ccc2oc(=O)cc(CN3CCN(C(=O)c4ccco4)CC3)c2c1	-5	1	-6	15	-22	9	-2	-10
Cc1ccc(C)c(S(=O)(=O)N2CCCC2CNC(=O)C(=O)NCc2ccccc2)c1 (centres undefined)	4	2	1	11	-3	-13	7	6
CCCCc1cc(=O)oc2cc(OCC(=O)NCCN3CCOCC3)ccc12	-11	5	1	-11	2	7	8	-5
Cc1cc(C)n2nc(C(=O)N3CCCC(CNS(=O)(=O)c4cccs4)C3)cc2n1 (centres undefined)	4	-2	15	-394	9	6	10	-6
Cc1c(-n2c(SCC(=O)N(C)C3CCS(=O)(=O)C3)nc3ccccc3c2=O)c(=O)n(-c2ccccc2)n1C (centres undefined)	-2	-6	-9	-5	2	-4	5	-12
CC(C)NC(=O)c1sc2nc3c(c(-c4cccs4)c2c1N)CN(C)CC3	3	-1	-70	39	10	24	-3	-1
Cc1ccc2[nH]c(C(=O)NCCN3CCCC3)cc2c1	-13	15	7	12	-9	25	-7	9
CSCCNC(=O)c1ccc2nc(Cc3ccccc3F)oc2c1	-3	0	8	-11	-81	-28	-85	-2
CCOc1ccccc1N1CCN(C(=O)CNC(=O)c2sc3ccccc3c2Cl)CC1	4	-14	-7	24	-22	-24	9	8
Cc1cc2[nH]c(=O)c(=O)[nH]c2cc1S(=O)(=O)Nc1cccc(Cl)c1	0	-3	-2	11	2	4	-10	1
Cc1cc(Cl)c2cc3ccccc3cc2n1	14	12	3	-7	8	4	6	-4

As a working copy, 5 of the compounds above.
SMILES	EBI2 block	CCR6 antag	UBC13 inh	Apaf-1 inh	697 NFkB inh	Gli-Sufu block	Jurkat NFkB inh	SENP8 block
CCN(C(=O)COC(=O)CNC(=O)c1ccc(Cl)cc1Cl)c1c(N)n(Cc2ccccc2)c(=O)[nH]c1=O	-4	6	-9	2	-14	-3	11	-11
CCCn1nnnc1NCc1cccn1C	2	-9	9	-2	10	0	-6	-2
COc1ccc(OCC(=O)Nc2ccc(S(=O)(=O)Nc3nc(C)cc(C)n3)cc2)cc1	-6	7	0	6	9	-1	9	6
CN(C)c1ccc(C(=O)OCC(=O)c2cccs2)cc1	0	-4	2	-8	-80	-96	-151	-3
CC(C)(Oc1ccc(Cl)cc1)C(=O)N/N=C/c1cn[nH]c1-c1ccccc1	-1	-10	-5	4	18	0	-4	9

(continued)
SMILES	EBI2 block	CCR6 antag	UBC13 inh	Apaf-1 inh	697 NFkB inh	Gli-Sufu block	Jurkat NFkB inh	SENP8 block
O=S(=O)(c1ccc2ccccc2c1)N1CCCOC1	-2	4	-5	5	2	9	0	-5
Cc1ccc(N2C(=O)CN=C2Nc2nc(C)cc(C)n2)cc1	-11	0	-3	-4	1	-2	17	-4
Cc1ccc(NC(=S)NC(=O)c2ccc(-c3ccccc3)cc2)c(C)c1	34	47	-8	8	-3	8	11	6
CCO[C@H]1OC(C(=O)N2CCN(Cc3ccccc3)CC2)=C[C@@H](c2coc3ccccc3c2=O)[C@@H]1CCCO	0	-3	-4	19	15	8	0	-8
COc1cccc(-c2nc(CS(=O)(=O)CC(=O)N3CCN(c4ccccn4)CC3)c(C)o2)c1	-7	-4	1	6	-1	-10	-10	-9
COc1cc(O)c(C(CCN2CCCC2)c2cc(OC)c(OC)c(OC)c2)c(OC)c1 (centres undefined)	5	-1	20	8	15	-18	-10	3
COc1ccc(-c2noc(CCCC(=O)NC3CCCCC3)n2)cc1	5	12	5	2	6	18	14	5
COc1ccc(NC(=O)c2ccc(CN3CCc4ccccc4C3)cc2)cc1OC	-10	12	0	-11	-1	11	11	-8
Fc1cc(F)c(C2SCCN2C(=S)Nc2cccc(C(F)(F)F)c2)c(F)c1 (centres undefined)	11	-4	-2	0	-26	10	1	-4
CN(C)/C=N/C(=S)Nc1ccc(F)cc1	-9	12	-8	-4	-20	10	-5	-12
COc1cccc(CNC(=O)CN2C(=O)c3ccccc3S2(=O)=O)c1	-3	8	-2	1	12	-1	-18	-2
Cc1nn(Cc2ccccc2)c(Cl)c1C(=O)NCc1ccc(C)n1C	-9	7	1	5	14	4	2	-1
O=C1C2CCCCN2C(=O)N1CCCCN1CCN(c2ccccc2Oc2ccccc2)CC1 (centres undefined)	-3	5	8	4	10	28	10	2
O=C(NCc1ccccc1Cl)c1ccc(S(=O)(=O)Nc2cccc(C(F)(F)F)c2)cc1	0	4	1	10	2	-11	-3	8
O=C(Nc1ccc(Br)cc1)C1Cc2ccccc2O/C1=N\O (centres undefined)	-4	10	-1	13	-35	-14	-77	-2
COc1cccc(NC(=O)CN2C(=O)NC(C)(CC(C)C)C2=O)c1 (centres undefined)	3	4	-12	2	17	3	-14	0
O=C1CCC(C(=O)N2CCCCO2)CN1Cc1cccc(F)c1 (centres undefined)	-14	9	4	-4	-16	5	-7	-7
O=C(CN1C(=O)S/C(=C\c2cccc(Cl)c2)C1=O)NCCCn1ccnc1	-12	-1	-3	8	-29	25	-3	-2
O=C(NCCCN1CCOCC1)c1ccc2nc(Cc3ccccc3F)oc2c1	-8	-5	2	2	-36	0	-4	-1
CCCCCCCCCC(=O)N/N=C/c1ccc(C)s1	-6	-12	6	18	-5	-2	2	4
COc1cccc(-c2nnc3sc(-c4ccc(C)cc4)nn23)c1	·	·	-5	19	-30	·	34	-15
COc1cccc(CN(C)C(=O)COc2ccc(C(=O)c3ccc(Cl)cc3)cc2)c1OC	-5	-2	13	16	5	-23	2	10
Cc1nnc(SCC(=O)NC2CCS(=O)(=O)C2)n1Cc1ccccc1 (centres undefined)	0	4	3	-3	14	-6	9	-3
CCCCn1c(SCC(=O)NC2CC2)nnc1-c1ccncc1	-3	11	7	0	7	5	8	-2
COc1cc(/C=N/NC(=O)c2cc(O)cc(O)c2)ccc1OC(=O)c1ccccc1	-6	-7	6	14	17	-11	0	-1
CCOC(=O)NC(NC(=O)OCC)C(=O)c1ccccc1	-5	-11	-1	-2	-5	-2	-6	-12
O=C(NCC1CCCN(C2Cc3ccccc3C2)C1)c1cccs1 (centres undefined)	-1	6	0	5	4	-5	-1	-2
CC(C)(C)C(=O)C1=C(O)C(=O)N(c2ccccc2)C1c1ccccc1 (centres undefined)	-10	3	-18	-10	16	11	5	3
O=[N+]([O-])c1cc(S(=O)(=O)c2ccc(N3CCCCC3)c([N+](=O)[O-])c2)ccc1N1CCCCC1	14	25	-26	2	-28	15	35	10
Cc1oc(-c2ccccc2F)nc1CSCC(=O)NC1CCCC1	11	8	-4	-4	-4	29	8	6
O=C(NC1CCCC1)c1ccc(CN2CCOCC2)cc1	-12	8	8	-12	3	-22	9	-1
CCC(NC(=O)c1cc(COc2ccc(F)cc2Cl)on1)c1ccncc1 (centres undefined)	0	5	-18	5	25	1	11	-6
O=C(CCC1CCCN(Cc2ccc(O)c(Cl)c2)C1)NCc1ccccc1F (centres undefined)	-1	9	14	-5	3	27	11	-2
CN(CC(=O)Nc1ccc(F)c(F)c1F)C(=O)c1ccc2c(c1)S(=O)(=O)N=C1CCCCCN12	-7	10	-7	-14	-12	-3	-6	1
CCc1ccc(N2C(=O)c3sc4nnc(-c5ccccc5)c(=O)n4c3C2=O)cc1	-3	4	-14	12	8	-4	15	-8
COc1ccccc1-c1nnc(SCC(=O)NNC(=O)c2ccccc2F)n1C	9	-4	3	9	-8	-3	-12	0
Cc1nonc1C(=O)N1CCCC(N2CCN(c3ccc(F)cc3)CC2)C1 (centres undefined)	11	3	-9	4	0	5	-9	-5
NC(=O)c1c(NC(=O)c2ccc(F)cc2Cl)sc2c1CCC2	-2	-5	13	9	-37	0	-16	5
O=C(NCCCn1ccnc1)c1ccncc1	-3	-7	-3	-12	8	-16	1	1
CC(C)(C)c1ccc(/C=N/NC(=O)c2ccccn2)cc1	-6	11	-9	-4	-215	-1	-249	59*

Of the compounds above, 2 have bromine:
SMILES	EBI2 block	CCR6 antag	UBC13 inh	Apaf-1 inh	697 NFkB inh	Gli-Sufu block	Jurkat NFkB inh	SENP8 block
O=C1OCCN1C(=O)[C@H]1[C@H](c2ccc([N+](=O)[O-])cc2)C(c2cccc(Cl)c2)=NN1c1ccc(Br)cc1	14	19	·	14	7	-6	·	·
O=C(Nc1ccc(Br)cc1)C1Cc2ccccc2O/C1=N\O (centres undefined)	-4	10	-1	13	-35	-14	-77	-2

(continued)
SMILES	EBI2 block	CCR6 antag	UBC13 inh	Apaf-1 inh	697 NFkB inh	Gli-Sufu block	Jurkat NFkB inh	SENP8 block
CC1C=CCC2C(=O)N(c3ccc(OC(=O)c4ccco4)cc3)C(=O)C12 (centres undefined)	-6	3	-2	-1	-1	2	4	4
C#CCOCCOCCOCCNc1nc(N2CCN(C(=O)[C@H](CCC(=O)O)n3cc(C(N)CO)nn3)CC2)nc(N2CCN(C(=O)[C@H](Cc3cc4ccccc4[nH]3)n3cc(C(N)[C@H](C)CC)nn3)CC2)n1 (some centres undefined)	-12	8	25	31	15	0	10	-5
Cc1sc(NC(=O)CCCCC(=O)Nc2sc(C)c(C)c2C(=O)O)c(C(=O)O)c1C	-7	-15	0	16	9	32	-2	4
COc1ccc(C(c2nnnn2Cc2ccc(F)cc2)N2CCN(c3ccc(OC)cc3)CC2)cc1 (centres undefined)	7	33	0	13	5	-2	6	-4
Cc1ccnc(NC(=O)CCC(=O)N(CC(=O)NCCc2ccccc2)c2ccc(F)cc2)c1	7	9	-3	16	2	20	-13	-5
CN(C)C(CNC(=O)c1cccc(C#N)c1)c1ccco1 (centres undefined)	-5	-5	5	-2	15	-1	2	-6
CC(=O)c1cc2c(cc1NC(=O)CSc1nnc(C)s1)OCO2	1	11	-4	3	22	12	-5	-12
CN(CC(=O)Nc1ccc(F)cc1)C(=O)COC(=O)/C=C/c1cccs1	-6	2	7	2	21	-5	-6	13
CCC(NC(=S)NCc1ccc(F)cc1)c1ccc(C)cc1 (centres undefined)	12	11	-2	19	-29	-5	-3	6
Oc1ccc(/C=N/Nc2ccnc3cc(Cl)ccc23)cc1O	9	22	-8	5	-42	16	-14	-10
O=C(O)C(Cc1ccccc1-c1ccccc1)C(=O)O	-12	4	-1	9	-2	0	-8	5
COc1cc(/C=C/C(=O)NNc2c(F)c(F)cc(F)c2F)ccc1OC(F)F	6	1	3	12	11	49	-2	-12
Cc1ccc(N2CCCCn3c2nc2c3c(=O)[nH]c(=O)n2C)cc1	2	-8	-9	2	0	1	-24	3
CCn1c2ccc(C)cc2c2nnc(SCCN3CCOCC3)nc21	6	13	-24	-5	-23	2	-20	5
O=C(CN1C(=O)CCOc2ccccc21)Nc1ccc(Cl)c(S(=O)(=O)N2CCOCC2)c1	-5	0	0	-5	-1	1	-11	4
CCC(=O)OC1(C)C(=O)C=C2C=C(c3ccc(C#N)cc3)OC=C2C1=O (centres undefined)	-5	-4	-57	6	-1	-8	-5	-5
CC(C)(C)NC(=O)C(=O)NNC(=O)COc1ccccc1	1	9	-4	4	-1	-1	9	-11
O=C(NCCCN1CCOCC1)C(=O)N/N=C/c1ccccc1Cl	0	-9	4	-14	21	8	16	5
Cc1ccc(-c2noc(CCC(=O)N3CCN(c4cccc(C(F)(F)F)c4)CC3)n2)cc1	3	35	-8	42*	-6	5	4	-11

From PubChem
